Bioassay records: PubChem BioAssay, Sanford-Burnham Center for Chemical Genomics
mIAP inh: mouse IAP inhibition | inhibition, % at 10 µM | 330,000 compounds, 0.2% hits | purified mouse IAP, CDP-Star luminescence, 30 min;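 active means inhibition of at least 40% at 10 µM in the primary screen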;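 further: plate controls were DMSO with enzyme for no effect and no enzyme wells for full effect; values of inactives mirror those of a sister screen read the other way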
mIAP act: mouse IAP activation; muIAP, CDP-Star luminescence, 30 min; active compounds read high; 1 = vehicle-only enzyme signal, 0 = enzyme-free wells; activation factor at 10 µM; 330,000 compounds, 0.24% hits;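 active means activation factor of at least 2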; further: the source names both 10 and 20 µM as test concentration; values of inactives mirror those of a sister screen read the other way
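also added = chemiluminescent substrate CDP-Star | test system = mouse IAP enzyme | signal = chemiluminescence readout | compound = DMSO-dissolved test compounds | incubation = 30 min at room temperature | benchmarks = DMSO wells, no-enzyme wells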
HKDC1 inh: blocks human hexokinase HKDC1 activity; Q2TB90; recombinant HKDC1, G6PDH/diaphorase resazurin coupled fluorescence; inhibition, % at 20 µM; 340,000 compounds, 0.16% hits;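 active means inhibition above about 35% when tested at 20 µM, limit read from the data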;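 further: plate controls were DMSO wells with enzyme for no effect and DMSO wells lacking enzyme for full effect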
Target sequence (Q2TB90 whole entry, looked up): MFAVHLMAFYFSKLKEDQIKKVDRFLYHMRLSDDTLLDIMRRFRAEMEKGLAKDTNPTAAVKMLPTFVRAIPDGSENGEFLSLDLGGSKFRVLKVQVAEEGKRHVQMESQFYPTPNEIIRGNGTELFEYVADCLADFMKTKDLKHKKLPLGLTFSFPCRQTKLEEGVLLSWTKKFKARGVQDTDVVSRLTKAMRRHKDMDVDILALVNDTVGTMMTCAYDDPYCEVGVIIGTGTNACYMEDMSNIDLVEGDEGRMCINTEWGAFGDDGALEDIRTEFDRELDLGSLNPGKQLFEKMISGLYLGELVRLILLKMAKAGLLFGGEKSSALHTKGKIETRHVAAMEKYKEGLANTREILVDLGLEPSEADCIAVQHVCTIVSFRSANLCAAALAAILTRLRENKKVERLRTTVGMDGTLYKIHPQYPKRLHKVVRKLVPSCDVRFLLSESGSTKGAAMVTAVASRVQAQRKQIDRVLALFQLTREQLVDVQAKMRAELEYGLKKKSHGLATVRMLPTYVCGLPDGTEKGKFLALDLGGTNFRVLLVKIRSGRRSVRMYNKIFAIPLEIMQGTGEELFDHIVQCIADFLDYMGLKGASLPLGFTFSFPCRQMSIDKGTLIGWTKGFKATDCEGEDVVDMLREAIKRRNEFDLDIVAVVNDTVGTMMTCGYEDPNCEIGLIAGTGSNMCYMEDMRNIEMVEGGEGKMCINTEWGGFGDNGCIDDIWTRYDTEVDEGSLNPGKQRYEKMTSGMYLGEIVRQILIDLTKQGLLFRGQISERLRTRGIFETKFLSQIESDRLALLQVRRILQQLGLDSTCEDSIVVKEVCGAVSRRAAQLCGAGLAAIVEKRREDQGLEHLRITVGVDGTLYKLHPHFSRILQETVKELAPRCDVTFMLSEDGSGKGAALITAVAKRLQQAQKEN
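Material: recombinant HKDC1 hexokinase; Amount: HKDC1 at 5 µg/mL; Medium: Tris pH 8.0 buffer with MgCl2, Tween-20, BSA, BME; Schedule: 90 min reaction incubation at room temperature, dark; Technique: coupled resazurin fluorescence, excitation 525 nm, emission 613 nm.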
APOBEC3A inh: blocks human APOBEC3A ssDNA deamination; inhibition, % at 20 µM; recombinant A3A, FAM/TAMRA ssDNA deamination fluorescence; 330,000 compounds, 0.41% hits; AID 493011; P31941;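 active means at least 40% inhibition at 20 µM here, with at most 30% in a related deaminase screen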;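 further: plate controls were A3A with DMSO for no effect and wells lacking A3A enzyme for full effect; some results filed as inactive read as strong as hits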
Target sequence (P31941 whole entry, looked up): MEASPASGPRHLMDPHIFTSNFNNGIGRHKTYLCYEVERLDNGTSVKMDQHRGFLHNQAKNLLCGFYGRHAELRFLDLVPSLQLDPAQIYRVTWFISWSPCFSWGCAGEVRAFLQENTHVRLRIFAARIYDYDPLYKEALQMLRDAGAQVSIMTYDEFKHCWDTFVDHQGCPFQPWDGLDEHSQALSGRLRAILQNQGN
hIAP inh: blocks human intestinal alkaline phosphatase. inhibition, % at 10 µM. purified IAP, CDP-Star luminescence, 30 min. P09923. AID 2544. 330,000 compounds, 0.12% hits;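 active means inhibition reaching a set limit with compound at 10 µM in the primary screen, cut at about 35% in these data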;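 further: plate controls were DMSO wells with enzyme for no effect and no-enzyme buffer wells for full effect; values of inactives mirror those of a sister screen read the other way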
hIAP activ: increases human intestinal alkaline phosphatase activity. P09923. purified human IAP, CDP-Star luminescence, 30 min; active compounds read high; 1 = vehicle-only enzyme, 0 = enzyme-free background. activation factor at 10 µM. 330,000 compounds, 0.16% hits. AID 2524;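 active means activation factor of the enzyme at least 2-fold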; further: the source names both 10 and 20 µM as test concentration; values of inactives mirror those of a sister screen read the other way
ATG4B inh: inhibitors of human ATG4B cysteine protease | Q9Y4P1 | ATG4B cleavage of LC3-PLA2, NBD-HPC fluorescence, 1 h | inhibition, % at 8.33 µM | 340,000 compounds, 0.51% hits | AID 504462; in the data active means inhibition above about 40%
PfG6PD inh: PfG6PD (Plasmodium falciparum) enzyme inhibition; 350,000 compounds, 0.78% hits; PfGluPho enzyme, NADPH resazurin-diaphorase fluorescence; inhibition, % at 20 µM;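 active means inhibition reaching at least a set limit at 20 µM in the primary screen, cut at about 59% in these data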;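 further: 0% = DMSO wells with substrate and 100% = DMSO wells lacking glucose-6-phosphate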
* marks the source's active call; other numbers are inactive results; . = not tested or not shown; & = joins results of further samples.

compound	mIAP inh	mIAP act	HKDC1 inh	APOBEC3A inh	hIAP inh	hIAP activ	ATG4B inh	PfG6PD inh
Cc1ccc(C)c(NC(=O)Cc2ccc(S(=O)(=O)N3CCCCC3)s2)c1	-6.6	1.07	16.2	-0.6	-2.6	1.03	5.5	8.5
Cc1ccnc2nc(C(=O)NC3=NCCS3)nn12	-12.1	1.12	1.6	0.8	-2.9	1.03	2.1	-20.5
Cc1ccc(S(=O)(=O)c2nc(Nc3ccccc3N3CCOCC3)sc2Cl)cc1	8.3	0.917	0.3	-5.8	-6.2	1.06	-2.9	11.6
CC1CCN(C(=O)CSc2nnc(CSc3ncccn3)n2C)CC1	-11.3	1.11	10.4	0.3	10.3	0.897	11.4	1.6
CNC(=O)COc1coc(CN2CCN(c3cccc(Cl)c3)CC2)cc1=O	9.8	0.902	-2.1	-2.6	-19.1	1.19	2.6	-22.3
COc1ccc(S(=O)(=O)N2CCN(C/C=C/c3ccccc3)CC2)cc1NC(C)=O	-3.3	1.03	-5.1	-2.3	-21.0	1.21	-0.1	1.8
N#CC1(NC(=O)CN2C(=O)c3ccccc3C2=O)CCCCC1	-4.4	1.04	-2.5	-1.2	-12.2	1.12	-1.2	3.4
CCOc1ccc(/C=C2\SC(=S)N(C)C2=O)cc1OC	9.3	0.907	-3.0	1.8	21.4	0.786	8.2	-11.8
CCOC(=O)C1=CN(Cc2cccc(F)c2)S(=O)(=O)N(C)C1CCc1ccccc1 (configuration not stated)	-4.8	1.07	-0.8	8.1	.	.	16.5	16.9
NC(=S)N/N=C/c1cc([N+](=O)[O-])ccc1OCCOc1ccccc1	7.6	0.924	-3.1	-3.6	18.0	0.82	-5.4	-6.8
O=C1CC(N(CCc2ccccc2)C(=S)Nc2ccccc2)C(=O)N1c1ccccc1 (configuration not stated)	13.4	0.866	7.6	1.8	-5.0	1.05	-12.7	12.8
Cn1c(NC(=O)c2ccc3c(c2)OCO3)cc(=O)n(C)c1=O	6.0	0.94	-2.4	1.0	3.7	0.963	-0.9	-15.8
CCOC(=O)N1CCC(=NNc2nc3ccccc3s2)CC1	5.2	0.948	-1.5	0.8	-6.9	1.07	-8.0	2.3
COc1ccc2oc(C(=O)Nc3nc4ccccc4[nH]3)c(C)c2c1	4.3	0.957	-8.6	4.6	-28.9	1.29	-8.3	-3.1
Cc1cccc(OCC(=O)Nc2ccc(S(=O)(=O)Nc3onc(C)c3C)cc2)c1C	-9.7	1.1	0.4	1.0	4.9	0.951	-4.4	-32.6
O=C(CCN1C(=O)c2ccccc2C1=O)NCc1ccc(F)cc1	-2.8	1.03	4.5	-0.9	-11.0	1.11	5.8	2.5
CC(Oc1ccc(Br)cc1)C(=O)N1CCc2ccccc21 (configuration not stated)	-7.1	1.07	1.2	-5.6	-23.8	1.24	0.1	-6.2
CC1CCC(NC(=O)C(=O)Nc2ccc3c(c2)OCO3)CC1 (configuration not stated)	-10.1	1.1	1.9	0.2	23.8	0.762	7.8	-10.0
CC1c2ccccc2N(NC(=O)Cc2ccccc2)C1C (configuration not stated)	2.9	0.971	-2.6	-1.8	-7.4	1.07	0.3	9.8
O=C(O)c1ccc2c(c1)CCC2	4.2	0.958	4.1	-4.3	-7.4	1.07	1.7	-5.7
Cc1[nH]c2ccc(F)cc2c1CCN(Cc1ccco1)C(=S)NC(C)(C)C	-14.2	1.14	5.2	-1.5	-14.6	1.15	1.4	0.8
CC1(C)CCc2cc(-c3ccnc(=S)[nH]3)ccc2O1	10.6	0.894	-1.9	4.0	8.5	0.915	-6.0	8.0
OC[C@@H]1[C@@H](c2ccc(Cl)cc2)C(c2ccccc2)=NN1c1ccccc1	-104.9	2.05*	-0.3	4.2	.	.	0.4	23.2
C=CCNC(=O)NC(=O)COC(=O)CCCSc1nc2ccccc2[nH]1	-0.8	1.01	-4.9	4.6	-0.4	1	-0.9	-3.3
COc1ccc(CCNC(=O)C(=O)NCC2OCCN2S(=O)(=O)c2cccs2)cc1 (configuration not stated)	1.1	0.989	-1.6	-3.0	-7.2	1.07	1.3	-0.9
Cc1cc(C)c(S(=O)(=O)N(C)CC(=O)NCCCn2ccnc2)c(C)c1	-0.4	1	-0.9	1.1	-0.4	1	2.4	-2.5
Cc1nn2c(=O)cc(COC(=O)c3ccc(S(=O)(=O)N4CCCCC4)cc3)nc2s1	-0.8	1.01	2.3	-5.3	12.9	0.871	-9.6	6.5
COc1ccccc1OCCCC(=O)NCc1ccco1	-12.6	1.13	-3.7	-3.2	1.2	0.988	8.0	-7.2
Cc1cccc(NC(=O)CC2CCC2)c1	1.1	0.989	-9.1	0.5	-77.5	1.77	12.2	-12.0
CCc1ccc(NC(=O)CN2C(=O)C(=O)N(Cc3ccccc3)C2=O)cc1	-9.0	1.09	.	0.0	1.7	0.983	.	.
CCc1nnc(NC(=O)c2ccc(-c3ccccc3Cl)o2)s1	13.0	0.87	-3.2	-2.5	-7.3	1.07	0.7	19.2
Cc1cccc(-n2cc(CN3CCN(Cc4nccn4C)CC3)c(-c3cccc(F)c3)n2)c1	0.4	0.996	-6.7	-2.5	-9.7	1.1	12.7	-1.0
Cc1cc2cc(CNC(=O)c3cccs3)ccc2n1C	15.8	0.842	-0.6	-2.7	6.4	0.936	-7.2	11.4
COc1ccc(/C=C/C(=O)CC(O)(c2ccccc2)C(F)(F)F)cc1 (configuration not stated)	1.7	0.983	14.1	0.3	-1.8	1.02	-8.9	20.0
CO/N=C/CC(=O)c1ccc([N+](=O)[O-])c(CS(=O)(=O)c2ccc(Cl)cc2)c1	9.9	0.901	0.7	-3.1	17.9	0.821	-7.8	-5.9
CCOc1cc2[nH]c(=S)n(Cc3ccc(C(=O)NCCCOC)cc3)c(=O)c2cc1OCC	4.2	0.958	-2.2	0.9	-18.9	1.19	-0.7	21.9
CC(=O)Oc1ccc2c(c1)cc(C)n2C	-4.1	1.04	4.5	-8.3	3.8	0.962	0.8	-4.0
O=C(N[C@H]1C/C=C\C[C@H](CC(=O)N(CCO)Cc2ccccc2)C(=O)N[C@H](Cc2c[nH]c3ccccc23)COC1=O)OCC1c2ccccc2-c2ccccc21	-21.7	1.22	0.2	0.1	7.1	0.929	-5.5	8.2
COc1ccccc1N1C(=O)C2C(C(=O)c3ccccc3)=NN(c3ccccc3)C2C1=O (configuration not stated)	9.0	0.91	3.1	-3.2	10.4	0.896	-5.6	-1.9
O=C(NCc1cccnc1)c1ccc(-c2ccccc2[N+](=O)[O-])o1	15.1	0.849	5.5	-1.2	-2.5	1.02	-3.5	-6.7
Cc1cccc(C(=O)O[C@H]2[C@H](C)NS(=O)(=O)[C@H]3CC4C=C[C@]23O4)c1	0.1	0.999	-7.4	-4.4	-4.1	1.04	1.9	-1.9
Cc1ccc(C(=O)Oc2ccc(N3C(=O)CCC3=O)c(C)c2)cc1	9.3	0.907	5.0	0.6	-19.2	1.19	0.7	-7.3
O=C(Nn1cnc2ccccc2c1=O)c1ccc(Br)cc1	-4.0	1.04	0.1	-3.1	-11.7	1.12	4.2	-3.3
COC(=O)c1sccc1-n1cccc1C(=O)C(=O)N1CCCC1	2.2	0.978	-6.3	0.8	5.8	0.942	6.5	-3.4
CSc1nc(C)c(CCOC(=O)c2cccc(C)c2)c(=O)[nH]1	-5.8	1.06	-1.1	5.7	-5.0	1.05	-7.2	-23.3
Cc1cccc(C)c1Nc1c(-c2ccc(N3CCOCC3)cc2)nc2ncccn12	6.3	0.937	-0.9	-3.1	4.2	0.958	-4.9	12.5
Cc1ccc(C(NC(=O)N2CCOCC2)C(Cl)(Cl)Cl)cc1F (configuration not stated)	13.1	0.869	8.1	1.9	-6.3	1.06	-7.5	3.5
O=C(O)c1nn(-c2cccc(C(F)(F)F)c2)ccc1=O	6.3	0.937	2.2	1.5	8.6	0.914	-7.8	-5.8
Cc1cc(Cl)ccc1OCC(=O)N1CCCN(C(=O)COc2ccc(Cl)cc2C)CC1	2.4	0.976	-4.5	3.4	-4.3	1.04	-10.3	7.2
Cc1oc(-c2ccccc2Cl)nc1CN1CCCCC1CO (configuration not stated)	2.8	0.972	-4.7	0.6	-17.9	1.18	4.3	17.8
CCN1CCN(Cc2ccc(NC(=O)c3ccc(C)c(NC(=O)C(=O)c4c[nH]c5ccccc45)c3)cc2C(F)(F)F)CC1	8.1&2.0	0.919&0.98	2.0&8.4	14.7&2.3	2.3&-5.1	0.977&1.05	3.6&16.9	31.6&14.7&15.6
CSC(=NC(C)c1ccccc1)NS(=O)(=O)c1cccs1 (configuration not stated)	-10.1	1.1	-7.2	-1.9	-3.3	1.03	-3.8	1.3
CCCCNC(=O)c1onc(CSc2cccc(C)c2)c1C(=O)O	-5.6	1.06	-4.8	-0.3	19.6	0.804	-5.5	0.2
Cc1ccc(S(=O)(=O)Nc2ccc3c(c2)C(=O)N([C@H](C)CO)C[C@H](C)[C@@H](CN(C)Cc2ccccc2)O3)cc1	-1.3	1.01	-2.9	-0.8	16.8	0.832	-24.3	-2.9
CC1CCC(NC(=O)CCS(=O)(=O)c2ccc3c(c2)NC(=O)CS3)CC1 (configuration not stated)	1.3	0.987	3.5	-3.5	-19.1	1.19	-0.4	4.2
CCOC(=O)Cn1nc(C)c2ccccc2c1=O	-4.6	1.05	-6.2	-3.4	15.6	0.844	-7.8	5.0
Cc1ccc(COc2ccc(C)nc2[N+](=O)[O-])cc1	-17.9	1.18	-0.9	2.4	-3.3	1.03	3.7	-2.8
C#Cc1ccc([C@H]2C=C(C(=O)OCC=C)O[C@@H](OCc3ccc(CO)cc3)C2)cc1	-1.6	1.02	2.7	0.8	0.5	0.995	-2.5	-4.1
Oc1ccc(-c2nc3cnccn3c2Nc2ccc3c(c2)OCCO3)cc1	-1.1	1.01	5.2	1.5	-6.1	1.06	-13.9	16.9
CCOC(=O)/C=C1\SCC(=O)N1CC(=O)Nc1cc(S(=O)(=O)N(C)C)ccc1C	-14.0	1.14	-9.2	-0.2	-3.8	1.04	0.9	-9.7

Three entries from above, with each value named.
> Cc1cccc(C)c1Nc1c(-c2ccc(N3CCOCC3)cc2)nc2ncccn12
- mIAP inh: 6.3
- mIAP act: 0.937
- HKDC1 inh: -0.9
- APOBEC3A inh: -3.1
- hIAP inh: 4.2
- hIAP activ: 0.958
- ATG4B inh: -4.9
- PfG6PD inh: 12.5

> Cc1ccc(C(NC(=O)N2CCOCC2)C(Cl)(Cl)Cl)cc1F (configuration not stated)
- mIAP inh: 13.1
- mIAP act: 0.869
- HKDC1 inh: 8.1
- APOBEC3A inh: 1.9
- hIAP inh: -6.3
- hIAP activ: 1.06
- ATG4B inh: -7.5
- PfG6PD inh: 3.5

> O=C(O)c1nn(-c2cccc(C(F)(F)F)c2)ccc1=O
- mIAP inh: 6.3
- mIAP act: 0.937
- HKDC1 inh: 2.2
- APOBEC3A inh: 1.5
- hIAP inh: 8.6
- hIAP activ: 0.914
- ATG4B inh: -7.8
- PfG6PD inh: -5.8

Later entries
compound	mIAP inh	mIAP act	HKDC1 inh	APOBEC3A inh	hIAP inh	hIAP activ	ATG4B inh	PfG6PD inh
Cc1c(C(=O)NCC2CCCO2)oc2ccc(S(=O)(=O)N3CCCCC3)cc12 (configuration not stated)	-7.8	1.08	-1.6	-2.7	11.8	0.882	-11.2	-0.4
CCOc1ccc(-n2c(SCc3ccc(C(=O)OC)o3)nc3c(c2=O)SCC3)cc1	0.0	1	1.7	-2.5	-9.1	1.09	59.8*	9.8
COc1cccc(CNC(=O)Cn2ccc3cc(S(=O)(=O)N4CCCCCC4)ccc32)c1	-17.3	1.17	-1.8	-4.3	-26.3	1.26	2.3	-6.8
CNc1nnc(CSc2nc3ccccc3s2)s1	0.8	0.992	-5.6	0.6	2.1	0.979	-10.3	-2.8
